LmPK inhibitor: qHTS Assay for Inhibitors of Leishmania Mexicana Pyruvate Kinase (LmPK) | Q27686 | purified LmPK, Kinase-Glo ATP luminescence, 1 h | Potency, µM (titrated, usually from 57.5 µM), for the others: at the highest dose activity change, negative = inhibition, usual class: inhibitors | hit rate 0.37% among 290,000 | AID 1721, 2009; also: potency is read from the fitted curve at half-maximal effect; % is scaled to controls: 0 for no effect and ±100 for the full control effect
Target sequence (Q27686 whole entry, looked up): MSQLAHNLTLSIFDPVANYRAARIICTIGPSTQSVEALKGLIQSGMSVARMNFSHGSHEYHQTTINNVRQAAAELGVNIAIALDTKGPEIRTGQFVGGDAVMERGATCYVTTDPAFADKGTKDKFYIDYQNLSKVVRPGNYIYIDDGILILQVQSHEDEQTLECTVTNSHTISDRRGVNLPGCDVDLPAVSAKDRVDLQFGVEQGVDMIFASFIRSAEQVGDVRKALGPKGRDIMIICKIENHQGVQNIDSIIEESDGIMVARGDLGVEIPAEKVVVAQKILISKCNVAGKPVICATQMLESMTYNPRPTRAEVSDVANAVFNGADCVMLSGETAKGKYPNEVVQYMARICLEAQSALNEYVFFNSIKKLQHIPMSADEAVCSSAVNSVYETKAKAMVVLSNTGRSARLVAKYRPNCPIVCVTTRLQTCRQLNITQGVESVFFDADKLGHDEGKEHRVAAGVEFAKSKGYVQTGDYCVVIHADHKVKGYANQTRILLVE
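Kinase-Glo luminescence read after 1 h RT reaction of 0.1 nM LmPK with 0.5 mM PEP and 0.1 mM ADP. Activity scaled between uninhibited and enzyme-free controls.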
Shiga toxin inh: A qHTS for Small Molecule Inhibitors of Shiga Toxin; hit rate 9.2% among 290,000; AID 2315, 2010; inhibition, % at 38.7 µM; Vero cells, Shiga toxin protein synthesis inhibition reporter; in the data active = inhibition mostly above about 28%, no sharp cut-off; inactive = mostly below about 43%; also: 0% is about no effect
CHX counter: Cycloheximide Counterscreen for Small Molecule Inhibitors of Shiga Toxin; max response, %; hit rate 12% among 300,000; cell reporter, cycloheximide protein synthesis inhibition counterscreen; in the data active = max response mostly above about 13%, no sharp cut-off; inactive = mostly below about 14%; also: read at 38.3 µM for the half of the compounds with a filed dose; 0% is about no effect
Tb PYK inh: qHTS of Trypanosoma Brucei Inhibitors. TbPYK enzyme, Kinase-Glo Plus ATP luminescence, 45 min. hit rate 0.12% among 410,000. Potency, µM (series often up to 76.8 µM), for the others: at the highest dose activity, negative = inhibition, hits mostly inhibitors. pyruvate kinase (Trypanosoma brucei), Q57TT1; also: potency is read from the fitted curve at half-maximal effect; % is scaled to controls: 0 for no effect and ±100 for the full control effect; nearly all actives have a fitted effect of over 50% in size
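Activity of T. brucei pyruvate kinase was followed by Kinase-Glo Plus luminescence after the enzyme reacted 45 min at room temperature with 130 uM ADP (final) and substrate. Test compounds were added before ADP at multiple concentrations.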
Pf growth 96h: Primary qHTS for delayed death inhibitors of the malarial parasite plastid, 96 hour incubation; P. falciparum luciferase reporter growth, 96 h; Potency, µM (doses to about 28.7 µM), for the others: at the top dose activity change, negative = inhibition, most hits filed as inhibitors; hit rate 6.9% among 320,000; AID 504834, 2011; also: potency is read from the fitted curve at half-maximal effect; % is scaled to controls: 0 for no effect and ±100 for the full control effect
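96 h incubation, 37 C, 5% CO2, of luciferase-reporter P. falciparum-infected RBCs (2% hematocrit, 0.05% parasitemia final) with test compounds; endpoint luminescence.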
Pf growth 48h: Primary qHTS for delayed death inhibitors of the malarial parasite plastid, 48 hour incubation | P. falciparum luciferase growth in erythrocytes, 48 h | hit rate 5.9% among 310,000 | AID 504832, 2011 | Potency, µM (titrated, usually from 28.7 µM), without a hit: at the highest dose activity change, negative = inhibition, usual class: inhibitors; also: potency is read from the fitted curve at half-maximal effect; % is scaled to controls: 0 for no effect and ±100 for the full control effect
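First compound was added to culture medium, then infected red cells at 0.1% parasitemia and 2% hematocrit (final). After incubation at 37 C under 5% CO2, luciferase detection reagent was dispensed and light output recorded.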
AmpC inh no detg: qHTS Inhibitors of AmpC Beta-Lactamase (assay without detergent) | AmpC nitrocefin hydrolysis, absorbance 480 nm, 0.0001% Triton | Potency, µM (doses to about 57.1 µM), inactives show at the highest dose activity change, negative = inhibition, most hits filed as inhibitors | hit rate 0.52% among 330,000 | P00811;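 also: potency is read from the fitted curve at half-maximal effect; plate controls were no compound for no effect and no enzyme for full effect; nearly all actives have a fitted effect of over 20% in size; some results filed as inactive show a strong effect at the top dose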
Target sequence (P00811 whole entry, looked up): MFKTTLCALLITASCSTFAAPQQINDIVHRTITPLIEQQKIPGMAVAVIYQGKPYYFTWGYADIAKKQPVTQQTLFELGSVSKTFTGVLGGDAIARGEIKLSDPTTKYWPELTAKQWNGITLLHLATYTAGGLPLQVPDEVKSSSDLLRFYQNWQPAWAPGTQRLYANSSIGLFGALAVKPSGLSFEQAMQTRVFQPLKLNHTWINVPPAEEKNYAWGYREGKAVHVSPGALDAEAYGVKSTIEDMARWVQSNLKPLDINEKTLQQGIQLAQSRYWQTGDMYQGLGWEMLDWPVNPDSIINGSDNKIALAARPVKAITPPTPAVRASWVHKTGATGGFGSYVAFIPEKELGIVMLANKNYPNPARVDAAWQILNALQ
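AmpC (5.3 nM in the dispensed reagent) in 20 mM phosphate pH 7.0 with 0.01% (detergent screen) or 0.0001% Triton X-100 was preincubated with compounds for 15 min at room temperature. Nitrocefin was then added from an 800 uM solution, and hydrolysis was followed at 480 nm.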
Starred values were filed as active, the others as inactive; ? = inconclusive; nt = not tested or not shown; [ ] = remark or other dose. Unless noted, calls follow the shape of the dose curve; as a rule, active = well fitted curve in the direction sought with a large enough effect; inconclusive = small, poorly fitted or top-dose-only effect, or another doubt; inactive = no such curve, though single readings can be large; an effect the other way counts as inactive or inconclusive. Rows were taken by chance; about 22% have a hit in one of these screens.

SMILES	LmPK inhibitor	Shiga toxin inh	CHX counter	Tb PYK inh	Pf growth 96h	Pf growth 48h	AmpC inh no detg
COc1ccc(N(CC(=O)NC2CC3CCC2C3)S(=O)(=O)c2ccc(C)cc2)cc1OC (centres undefined)	5%	-12	-7	3%	23%	?	117%[activator]
Cc1ccc(CCC(=O)Nc2ccc(C#N)cc2)o1	-10%	0	-8	1%	?	7%	-19%
Cc1cccc(NC(=O)[C@H](Cc2ccccc2)NC(=O)[C@@H]2Cc3ccccc3CN2)c1	8%	25	15*	-7%	2%	-14%	-28%
N#CCn1nnc(-c2ccc3c(c2)OCO3)n1	2%	40	34*	1%	?	27%	-17%
CCOCC(=O)Nc1ccccc1C(=O)OCC	-8%	8	-2	-8%	2%	20%	-16%
Clc1cc2c(nn1)Nc1ccccc1S2	5%	39	11*	2%	43%[activator]	50%[activator]	-24%
COC(=O)C1=C(C)Nc2nnnn2C1c1ccco1 (centres undefined)	-6%	4	7	-3%	-1%	28%	-9%
CCc1noc(C)c1C(=O)OCC(=O)Nc1c(F)cccc1F	nt	nt	nt	-2%	29%	?	-4%
O=C(Cc1ccc(F)cc1)Nc1nc(-c2ccc(F)cc2)cs1	0%	21	1	-4%	12%	-8%	-26%
Cc1cccc(NC(=O)CN2CCN(C(=O)c3cnn(Cc4ccccc4)c3)CC2)c1C	nt	nt	nt	-1%	?	?	88%[activator]

Random excerpt: 3 entries already listed.
SMILES	LmPK inhibitor	Shiga toxin inh	CHX counter	Tb PYK inh	Pf growth 96h	Pf growth 48h	AmpC inh no detg
Cc1cccc(NC(=O)[C@H](Cc2ccccc2)NC(=O)[C@@H]2Cc3ccccc3CN2)c1	8%	25	15*	-7%	2%	-14%	-28%
O=C(Cc1ccc(F)cc1)Nc1nc(-c2ccc(F)cc2)cs1	0%	21	1	-4%	12%	-8%	-26%
Clc1cc2c(nn1)Nc1ccccc1S2	5%	39	11*	2%	43%[activator]	50%[activator]	-24%

Other records.
SMILES	LmPK inhibitor	Shiga toxin inh	CHX counter	Tb PYK inh	Pf growth 96h	Pf growth 48h	AmpC inh no detg
COc1ccc(C(=O)NC(=O)CSc2nnc(-c3ccco3)n2-c2ccccc2)cc1	2%	-7	-2	-1%	?	21%	-12%
COc1cc2nc(-c3ccccc3C)oc(=O)c2cc1OC	2%	6	-1	-6%	?	23%	2%
C#CCOCCOCCOCCNc1nc(N2CCN(C(=O)Cn3cc(CCCN=C(N)N)nn3)CC2)nc(N2CCN(C(=O)[C@H](CCCCN)n3cc(CC(C)O)nn3)CC2)n1 (some centres undefined)	nt	nt	nt	0%	?	?	49%
O=C(NCC(c1ccco1)N1CCN(c2ccc(F)cc2)CC1)C1CCCCC1 (centres undefined)	nt	nt	nt	3%	?	?	19%
Cc1ccc(NC(=O)CN2C(=O)NC3(CCCCCC3)C2=O)cc1Cl	nt	nt	nt	4%	?	-12%	-10%
NC(=O)c1ccc(NC(=O)C2CCCO2)cc1 (centres undefined)	0%	-11	-4	5%	-29%	22%	70%[activator]
O=c1[nH]c(SCc2cccc(F)c2)nc2ccccc12	-8%	-10	0	0%	-16%	?	-46%
CC(NC(=O)Cc1cccc2ccccc12)C(=O)N1CCC(=O)CC1 (centres undefined)	2%	37	10	4%	?	?	-1%
CN(c1ccccc1)c1nc(N)c([N+](=O)[O-])c(NC2CCCCC2)n1	7%	-1	-1	-13%	?	?	-29%
CC(Sc1nc2ccccc2o1)C(=O)O (centres undefined)	-17%	79*	37*	2%	-5%	170%[activator]	-17%
CC1CCN(C(=O)N2c3ccccc3Sc3ccccc32)CC1	-1%	-18	-7	-12%	nt	nt	-2%
CC(C)c1nnc(NC(=O)CS(=O)(=O)c2ccccc2)s1	0%	-6	-4	0%	-2%	12%	-17%
O=S(=O)(Nc1cccc2ccccc12)c1ccccc1F	4%	12	4	-5%	-7%	11%	-28%
CC(C)C[C@@H](CO)N1CCN(Cc2ccc(Br)cc2)CCC1=O	-1%	-8	1	-11%	55%[activator]	8%	154%[activator]
COc1ccccc1C(=O)NCCC(=O)Nc1ccc(S(=O)(=O)N2CCCC(C)C2)cc1 (centres undefined)	nt	nt	nt	2%	?	15µM*	31%
Cc1ccc2[nH]c3c(=O)n(N)c(C)nc3c2c1	-7%	38	17*	-3%	5%	30%[activator]	-15%
COP(=O)(OC)C(Nc1ccccn1)c1ccccc1 (centres undefined)	-3%	-9	3	-8%	?	11%	-2%
CC(NC(=O)C(C)N1C(=O)C2C3CC(C(Br)C3Br)C2C1=O)c1ccccc1 (centres undefined)	2%	-25	14	4%	24%	-8%	-5%
O=C(Nc1ccc(N2CCOCC2)c2nonc12)C1CCCC1	-1%	37	18*	-20%	nt	-3%	-7%
CCN(CC)C(=O)c1c(C)nc2ccccn12	0%	14	1	-1%	-20%	nt	-1%
CCN(CC)S(=O)(=O)c1ccc(N2CCOCC2)c(NC(=O)c2ccc3ccccc3c2)c1	2%	14	-4	-14%	12µM*	?	51%
Oc1ccc(/C=N\Nc2cc(N3CCOCC3)nc(N3CCOCC3)n2)c(O)c1	1%	12	1	-12%	?	?	-43%
COc1ccc(N(C(=O)C2CCCCC2)C2C=CS(=O)(=O)C2)c(OC)c1 (centres undefined)	3%	-3	-2	-13%	11%	-16%	15%
Cc1nnc2c(NC3CCCCC3)nc3ccccc3n12	-1%	12	-1	-1%	-5%	-17%	-4%
CCN(CC(=O)Nc1ccc(N2CCOCC2)cc1)C(=O)COc1ccccc1OC	-1%	27	20	-3%	14%	-3%	-6%
O=C(O)c1ccccc1SCc1cn2cc(Cl)ccc2n1	0%	21	16	4%	36%[activator]	97%[activator]	-22%
Cc1ccccc1N1C(N)=NC(N)=NC1(C)C	1%	11	-2	-1%	?	?	-24%
COc1ccc([C@H]2CC(=O)C=C(c3ccc(SC)cc3)C2)cc1OC	nt	nt	nt	-2%	0%	?	-11%
COc1cc2c3c(c1)/C(=C1/SC(NC(C)=O)=NC1=O)C(=O)N3C(C)(C)C=C2C	-1%	-9	-2	-5%	nt	-22%	-31%
COc1ccc(C(=O)O)cc1S(N)(=O)=O	-1%	-18	-2	-5%	19%	7%	-24%

Compounds shown so far containing an aryl thioether with sulfur outside any ring (5):
SMILES	LmPK inhibitor	Shiga toxin inh	CHX counter	Tb PYK inh	Pf growth 96h	Pf growth 48h	AmpC inh no detg
COc1ccc(C(=O)NC(=O)CSc2nnc(-c3ccco3)n2-c2ccccc2)cc1	2%	-7	-2	-1%	?	21%	-12%
O=c1[nH]c(SCc2cccc(F)c2)nc2ccccc12	-8%	-10	0	0%	-16%	?	-46%
CC(Sc1nc2ccccc2o1)C(=O)O (centres undefined)	-17%	79*	37*	2%	-5%	170%[activator]	-17%
O=C(O)c1ccccc1SCc1cn2cc(Cl)ccc2n1	0%	21	16	4%	36%[activator]	97%[activator]	-22%
COc1ccc([C@H]2CC(=O)C=C(c3ccc(SC)cc3)C2)cc1OC	nt	nt	nt	-2%	0%	?	-11%

Next records follow.
SMILES	LmPK inhibitor	Shiga toxin inh	CHX counter	Tb PYK inh	Pf growth 96h	Pf growth 48h	AmpC inh no detg
CC(C)n1ncc2c(C(=O)NCC(=O)Nc3ccccc3Br)cc(C3CC3)nc21	nt	nt	nt	3%	?	?	7%
COC(=O)c1cc(NC(=O)C2COc3ccccc3O2)ccc1Cl (centres undefined)	2%	53*	21*	2%	?	?	-29%
CC(=O)c1ccc(NC(=O)C(C)n2nc(-c3ccccc3)c3cc(Cl)ccc32)cc1 (centres undefined)	3%	-14	-4	-2%	1.2µM*	?	-17%
O=C(CN(CCc1ccccc1)C(=O)CNS(=O)(=O)c1ccccc1)NCc1ccco1	-1%	-8	-4	-4%	-12%	-2%	-13%
O=Cc1ccc(Oc2cnccn2)cc1	9%	-6	-3	-7%	3%	12%	-13%
O=C(O)c1ccccc1Nc1cccc(OCc2ccc3ccccc3n2)c1	nt	nt	nt	10%	-12%	5%	-25%
CCOC(=O)N1CCC(NC(=O)CC(NS(=O)(=O)c2ccc(Cl)cc2)c2ccco2)CC1 (centres undefined)	0%	12	-2	-4%	38%[activator]	-19%	72%[activator]
O=C(NC1(C(=O)NC2CCCCC2)CCCCC1)c1ccccn1	9%	-11	-2	-8%	?	-8%	-40%
CC(C)C(=O)Nc1ccc(C(=O)NNC(=S)NC(=O)c2ccco2)cc1	3%	-5	1	-16%	?	?	-11%
CCc1ccc(S(=O)(=O)Nc2cccc(C3OCCCO3)c2)cc1	1%	-3	-1	2%	55%[activator]	10%	-12%
CCn1c(CC(=O)Nc2ccccc2OC)nnc1SCC(=O)Nc1ccccc1F	-1%	10	-4	-2%	64%[activator][5.75 µM]	7%[5.75 µM]	7%
COCCn1c(SCC(=O)Nc2cc(C)on2)nc2ccccc21	1%	-15	6	-11%	-25%	0%	-1%

Four successive compounds already listed:
SMILES	LmPK inhibitor	Shiga toxin inh	CHX counter	Tb PYK inh	Pf growth 96h	Pf growth 48h	AmpC inh no detg
CC(C)C(=O)Nc1ccc(C(=O)NNC(=S)NC(=O)c2ccco2)cc1	3%	-5	1	-16%	?	?	-11%
CCc1ccc(S(=O)(=O)Nc2cccc(C3OCCCO3)c2)cc1	1%	-3	-1	2%	55%[activator]	10%	-12%
CCn1c(CC(=O)Nc2ccccc2OC)nnc1SCC(=O)Nc1ccccc1F	-1%	10	-4	-2%	64%[activator][5.75 µM]	7%[5.75 µM]	7%
COCCn1c(SCC(=O)Nc2cc(C)on2)nc2ccccc21	1%	-15	6	-11%	-25%	0%	-1%

Bioassay records as filed in PubChem.
